PPC-1+TRAIL kill: compounds killing PPC-1 cancer cells with TRAIL present, primary screen, TRAIL potentiator project, ATPLite luminescence, uHTS; 0.41% of 220,000 active; cell killing (% activity), % at 4 µM; PPC-1 cells + TRAIL, ATPLite viability luminescence;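 active = cell killing above 50% in the first pass at 4 µM, then a duplicate retest at 5 µM averaging 50% or more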;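 note: plate controls were cells with TRAIL plus DMSO for no effect and medium-only wells lacking cells for full effect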
Mdm2 ligase inh: MDM2-luciferase reporter signal enhancers, primary screen, MDM2 E3 ligase inhibitor project, cell-based, luminescence, 1536-well; E3 ubiquitin-protein ligase Mdm2 (Homo sapiens), Q00987; cell-based MDM2 ubiquitination luciferase reporter, 2 h; 0 = plate control, 100 = twice control, blank-subtracted; signal enhancement, % at 5 µM; 0.11% of 210,000 active; AID 1230, 2008;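 active = signal enhancement of 30% or more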;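 note: luminescence tracks abundance of the self-degrading MDM2-luciferase fusion protein; higher signal means inhibition of MDM2 E3 ligase activity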
Target sequence (Q00987 whole entry, looked up, the tested form may be a part): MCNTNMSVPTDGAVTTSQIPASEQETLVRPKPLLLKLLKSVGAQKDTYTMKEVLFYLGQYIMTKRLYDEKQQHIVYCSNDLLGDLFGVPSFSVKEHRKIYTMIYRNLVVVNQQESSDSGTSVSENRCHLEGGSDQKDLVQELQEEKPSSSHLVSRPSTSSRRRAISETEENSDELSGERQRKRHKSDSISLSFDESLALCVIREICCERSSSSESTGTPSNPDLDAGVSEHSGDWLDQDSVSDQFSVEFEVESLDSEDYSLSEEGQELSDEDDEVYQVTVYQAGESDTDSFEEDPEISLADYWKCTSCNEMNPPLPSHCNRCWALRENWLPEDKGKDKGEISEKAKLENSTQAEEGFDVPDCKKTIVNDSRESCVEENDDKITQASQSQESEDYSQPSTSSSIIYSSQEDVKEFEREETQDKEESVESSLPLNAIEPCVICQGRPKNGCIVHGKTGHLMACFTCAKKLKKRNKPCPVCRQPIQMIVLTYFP
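Assay system: mammalian cells stably expressing self-ubiquitinating, self-degrading MDM2 E3–luciferase fusion. Quantity: 2000 cells in each well. Medium: DMEM culture medium. Compound dosing: single-point 5 µM. Timing: cell settling 4 h, compound treatment 2 h, both 37 °C. Technique: luciferase luminescence. Read-out basis: percent signal gain over controls, blank-subtracted. Benchmarks: plate controls and plate blanks.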
Runt-SMMHC FRET: inhibitors of RUNX1 Runt–CBFb-SMMHC binding, primary screen, biochemical, FRET, Cerulean-Runt, Venus-CBFb-SMMHC, uHTS; Runt-related transcription factor 1 (Homo sapiens) + Core-binding factor subunit beta …; inhibition, % at 20 µM; 0.74% of 220,000 active; Cerulean-Runt/Venus-CBFb-SMMHC FRET ratio 530/480, 1 h;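 active = mean inhibition across duplicate retests at 20 µM reaching about 50%, limit read from the data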;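 note: 0% = DMSO wells and 100% = wells with excess untagged CBFb-SMMHC; inhibitors lower the FRET ratio by blocking Runt binding to CBFb-SMMHC; some results filed as inactive read as strong as hits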
CHOP inhibitor: inhibitors of CHOP promoter induction, primary screen, cell-based, unfolded protein response, luciferase reporter; 3.8% of 220,000 active; inhibition, % at 10 µM; CHO-K1 CHOP-promoter luciferase, tunicamycin-induced, 15-18 h; AID 2732, 2010;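 active = compounds that reduced the stress-induced luciferase reporter signal by more than about 70% of percent inhibition, limit read from the data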;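 note: 0% = tunicamycin plus vehicle and 100% = wells without tunicamycin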
TRPN1 ag: zebrafish TRPN1 channel agonists, primary screen, cell-based, HEK293, calcium fluorescence; HEK293 zebrafish TRPN1-YFP, Fluo-8 calcium fluorescence; 100% = response to 87 µM carbachol; 0.18% of 220,000 active; transient receptor potential cation channel N1 (TRPN1/NompC), Danio rerio; activation, % at 3 µM;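 active = activation above its plate's cutoff, the mean activation of test wells on that plate plus 3 SD, cut at about 19% in these data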;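 note: 0% = DMSO alone and 100% = 87 µM carbachol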
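Control set: carbachol 87 µM as high control, DMSO as low control; system: HEK293 stable line with zebrafish TRPN1-YFP; read-out: % activation versus carbachol response; detection: intracellular calcium fluorescence with Fluo-8; doses: single test compound dose, 3 µM nominal, 0.3% DMSO; schedule: dye 1 h 37 °C plus 30 min RT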
TRPML3 ag: human TRPML3 channel agonists, primary screen, cell-based, HEK293 TRPML3-YFP, Fluo-8 calcium fluorescence, 3 µM; Mucolipin-3 (Homo sapiens), Q8TDD5; 100% = the carbachol control signal; activation, % at 3 µM; 0.29% of 220,000 active; AID 1448, 2008;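 active = activation above its plate's cutoff, the mean activation of the plate's test wells plus 3 SD, cut at about 12% in these data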;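 note: 0% = DMSO only wells and 100% = carbachol wells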
Target sequence (Q8TDD5 whole entry, looked up): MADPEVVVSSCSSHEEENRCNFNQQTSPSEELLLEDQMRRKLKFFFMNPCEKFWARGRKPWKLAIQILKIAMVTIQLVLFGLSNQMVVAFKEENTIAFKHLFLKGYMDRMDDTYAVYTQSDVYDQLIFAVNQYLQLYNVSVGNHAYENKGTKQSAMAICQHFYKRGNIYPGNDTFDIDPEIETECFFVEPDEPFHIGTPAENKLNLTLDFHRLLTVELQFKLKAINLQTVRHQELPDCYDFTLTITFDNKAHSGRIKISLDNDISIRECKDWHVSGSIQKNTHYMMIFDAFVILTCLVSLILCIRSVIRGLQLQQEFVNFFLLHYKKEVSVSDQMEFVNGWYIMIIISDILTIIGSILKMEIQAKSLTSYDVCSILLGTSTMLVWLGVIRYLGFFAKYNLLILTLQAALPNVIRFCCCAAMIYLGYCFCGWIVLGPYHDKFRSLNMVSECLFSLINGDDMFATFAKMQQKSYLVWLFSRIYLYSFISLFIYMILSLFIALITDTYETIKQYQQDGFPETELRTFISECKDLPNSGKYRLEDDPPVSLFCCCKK
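system = HEK293 cells stably carrying human TRPML3-YFP | doses = one concentration, 3 µM nominal, 0.3% DMSO | timing = dye loading 1 h 37 °C then 30 min ambient, 125 s read | detection = Fluo-8 calcium dye fluorescence, ex 470-495, em 515-575 nm | benchmarks = high control carbachol 87 µM, low control DMSO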
p47phox inh: p47phox/p22phox peptide binding inhibitors, primary screen, biochemical, uHTS, NADPH oxidase regulatory subunit; Neutrophil cytosol factor 1 (Homo sapiens), P14598; fluorescence polarization, 2 h; inhibition, % at 24.7 µM; 0.53% of 220,000 active;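 active = inhibition above about 30%, limit read from the data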;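 note: 0% = p47phox with labelled peptide and 100% = labelled peptide alone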
TNF death inh: inhibitors of TNF-alpha triggered necroptosis, primary screen, cell-based, Jurkat FADD-/-, single concentration; Jurkat FADD-/- TNF necroptosis rescue, ATP luminescence, 24 h; 0 = TNF only, 100 = no-TNF cells; activation (protection from cell death), % at 10 µM; 0.068% of 220,000 active; AID 463075, 2010;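 active = activation, meaning protection from cell death, of at least 50% relative to plate controls; inactive = activation below 50%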;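 note: necroptosis triggered by 40 ng/mL TNF-alpha added together with compound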
EBV gp42 block: Epstein-Barr virus gp42 inhibitors, primary screen, biochemical, uHTS, fluorescence polarization | AID 1085, 2008 | Fluorescence polarization binding assay, mP read-out | 0.42% of 220,000 active | inhibition, % (tested at 21.74 µM); in the data active = inhibition above about 50%
* hit, by the source's call; . = no result given.

canonical_smiles,PPC-1+TRAIL kill,Mdm2 ligase inh,Runt-SMMHC FRET,CHOP inhibitor,TRPN1 ag,TRPML3 ag,p47phox inh,TNF death inh,EBV gp42 block
Cc1cc2nc3c(=O)n(Cc4ccccc4)c(=O)[nH]c3nc2cc1N,-10,-7,-166,4,37*,24*,-7,-5.1,135*
CCCC12CN3CC(C)(CN(C1)C31CCCCC1)C2=O,-16,-54,-6,-42,0.1,0.6,-5,0.5,-8
Clc1ccc2c(c1)c1ccccc1n2CN1CCOCC1,9,3,-5,36,-0.5,-1.0,0,-1.4,7
COc1ccc(C2=NN(C(N)=S)C(c3ccco3)C2)cc1 (centres undefined),25,5,4,2,0.1,0.9,-10,-0.8,1
O=C(O)CCC(=O)Nc1nc(-c2ccccc2)cs1,14,6,1,14,-0.2,0.7,-4,-0.4,-7
CC1(C)NC(=O)N(Cc2cc(=O)n3ccsc3n2)C1=O,7,-8,0,1,-0.6,0.9,-6,2.1,6
CCCCSc1nnc(-c2cc(Br)ccc2N)c(=O)[nH]1,15,-13,-2,3,0.2,0.1,-14,-1.6,-6
COc1cc(NC(=O)Cn2nc(C(F)(F)F)c3c2CCCC3)cc(OC)c1OC,8,-5,1,26,-1.0,-0.1,-9,-2.3,2
CSc1ncccc1C(=O)NC(C)C1CC2CCC1C2 (centres undefined),12,7,1,43,0.6,0.0,-5,1.5,-15
CCOc1ccc(NC(=O)CCCc2cc(-c3ccc(OCC)cc3)on2)cc1,15,-18,-5,83*,0.0,-0.1,-10,-0.1,-22
CCOC(=O)C1CCN(S(=O)(=O)c2ccc(C(C)(C)C)cc2)CC1,9,3,2,3,6.1,0.7,-7,0.9,-12
Cc1ccnc(Nc2nc3ccccc3o2)n1,46,-44,0,20,0.5,0.1,-8,-8.0,4
O=C(O)CCCc1nc2ccccc2s1,36,-1,-3,50,0.1,0.6,-12,-0.5,-23
CSc1cccc(NC(=O)CN(c2cccc(C)c2)S(C)(=O)=O)c1,4,7,1,41,-0.4,-0.1,-3,-1.0,-18
COC(=O)c1cccc(OCC(O)Cn2cnc3cc(C)c(C)cc32)c1 (centres undefined),34,-13,0,25,-2.0,-0.1,-3,1.2,-19
CC(C)(NC(=O)c1cc(Cl)c2ccccc2c1O)C(=O)O,-6,-6,5,-2,0.1,0.5,-12,-2.9,-2
CN1CCN(C(=S)Nc2ccc([N+](=O)[O-])cc2)CC1,16,-8,-8,2,1.8,-0.3,-6,-1.4,-9
O=C(Cn1cc(C(F)(F)F)cc(Cl)c1=O)Nc1ccc(N2CCOCC2)cc1,26,-4,-2,30,1.6,0.0,-3,0.8,-13
Oc1ccc(-c2nnc(-c3ccccc3)c(-c3ccccc3)n2)cc1,-6,-10,2,-9,0.1,0.2,-8,-2.1,8
CN=C1SC(CC(=O)Nc2cc(Cl)ccc2Cl)C(=O)N1C (centres undefined),11,4,-6,13,-0.2,0.4,-12,5.1,-11
CC(/C=C/c1ccccc1)=N\NC(=O)CSc1ccccn1,-10,0,-1,16,1.1,0.3,1,2.2,6
O=c1c(Br)c(N2CCCC2)cnn1-c1ccccc1,27,-22,3,-17,-3.4,0.4,-16,0.2,-22
O=C(NCCCN1CCOCC1)c1ccc(-c2ccc(Cl)cc2)o1,17,-6,6,49,-1.7,-0.1,-7,2.9,-30
Cc1ccccc1NC(=O)NCCCN1CCCC1,-6,-7,-1,-10,0.6,1.0,7,0.7,-19
CCn1c(NC(=O)c2ccco2)c(-c2ccccc2Cl)c(=O)c2ccccc21,2,-3,1,-7,1.1,0.1,-15,-0.7,-4
CN(C)CCNc1oc(COc2cccc(Cl)c2)nc1C#N,8,-5,17,23,0.8,0.8,-6,1.0,-11
COCCNC(=S)N1CCN(c2ccc(Cl)cc2)CC1,-11,-13,3,12,0.1,1.7,-9,-1.2,0
COc1cc2[nH]c(=O)n(C3CCCCC3)c(=O)c2cc1OC,24,-4,1,11,-0.4,1.0,-1,0.5,-3
CCc1nc2c(nnn2Cc2ccc(F)cc2)c(=O)[nH]1,-8,-6,-1,-27,-0.7,0.4,-4,-0.6,1
Cc1oc(C(=O)O)cc1CSc1nnc(-c2ccccc2)n1C,16,-33,-1,10,-0.4,0.3,-3,-0.5,-8
O=C(O)c1ccc(-c2nc(-c3ccc(Cl)cc3Cl)cs2)cc1,23,-2,-6,-9,-0.3,0.3,-12,0.8,11
Cc1ccc(Oc2ncc(CN3CC(C)OC(C)C3)s2)cc1 (centres undefined),-5,-15,4,29,1.5,0.4,0,-3.2,-9
O=C1NC2(CCCCC2)N=C1c1ccc(F)cc1,-12,.,1,-6,-0.7,-0.4,-5,0.4,-14
Cn1c(C(=O)N2CCC(C(=O)N3CCN(Cc4ccc5c(c4)OCO5)CC3)CC2)cc2sccc21,5,-11,-3,22,6.9,3.6,-13,-4.0,-13
Nc1[nH]ncc1-c1ccc(F)cc1,26,4,-2,-10,-0.1,-0.1,-3,-0.4,-3
O=C(CSc1n[nH]c(=O)[nH]c1=O)Nc1ccc2c(c1)C(=O)c1ccccc1C2=O,14,-14,-15,-6,-0.3,0.9,1,3.5,64*
Cc1nn(Cc2noc(C(=O)NCc3ccc(F)cc3)n2)c(C)c1Br,5,5,1,6,0.2,1.2,-9,0.1,-16
COC(=O)C1=C(C)NC2=C(C(=O)CCC2)C1c1cccc(C)n1 (centres undefined),-22,-21,132*,31,1.0,0.6,-4,1.5,-10
O=C(/C=C/c1cccs1)NC1CC1,25,-3,-4,-7,0.7,0.8,-9,-2.0,-10
CC(=O)c1cc(-c2ccccc2)n(CC(=O)Nc2cccc(C)c2)c1C,32,7,-4,9,-1.9,-0.2,-2,1.1,-16
O=c1c2c3c(sc2n(CCN2CCOCC2)c(=O)n1Cc1ccco1)CCCCC3,12,-1,-1,29,-0.6,0.2,-8,1.3,-13
COCCNc1c(-c2ccc(OC)cc2)nc2ccc(Cl)cn12,15,-2,0,3,0.1,-1.4,-12,1.1,5
Cc1cc(-c2nc3c4c5c(sc4[nH]c(=O)n3n2)CCC5)c(C)o1,9,-4,38,15,0.1,0.3,-36,-2.2,60*
Cc1cccc(C(OC(=O)c2ccco2)C(=O)NCc2ccccc2)n1 (centres undefined),5,5,2,-4,0.9,-1.3,2,-0.6,-15
NC(=O)CCNC(=O)c1ccc(Cl)cc1,2,-12,6,-22,-0.2,1.3,-12,-0.4,-14
Fc1cc(Br)ccc1NC(=S)Nc1ccccc1,13,-6,0,-40,-0.1,0.9,7,-2.7,-8
O=C(O)CCCN1C(=O)C(=O)/C(=C(/O)c2ccc(Cl)cc2)C1c1ccccc1 (centres undefined),-5,-7,-5,-4,0.8,0.5,-8,-0.8,-3
CCOc1cc2c(cc1OCC)C(C(=O)O)C(c1cc(Br)c(O)c(OC)c1)N(C)C2=O (centres undefined),5,1,2,-1,0.3,0.6,-1,0.2,-2
CCOC(=O)c1c(N2C(=O)Nc3ccccc3N2O)n[nH]c1-c1cccc(OC)c1,10,-17,-8,-16,0.8,0.3,4,0.6,-13
CCn1c(-c2ccoc2C)n[nH]c1=S,25,-14,2,-22,0.8,0.7,-1,-0.4,-15

(more compounds)
canonical_smiles,PPC-1+TRAIL kill,Mdm2 ligase inh,Runt-SMMHC FRET,CHOP inhibitor,TRPN1 ag,TRPML3 ag,p47phox inh,TNF death inh,EBV gp42 block
Cn1c2ccccc2c2c(C(=O)N3CCN(c4ccc(F)cc4)CC3)cn(C3CCCC3)c(=O)c21,11,-13,1,4,3.5,1.6,-10,-4.0,-3
Cc1ccc(NC(=S)N(Cc2ccccc2)C(C)C)cc1,9,-2,0,6,-1.8,-0.2,20,-0.7,-3
CC1(C)CC(=O)c2c(oc3ccc(NS(=O)(=O)c4cccc5cccnc45)cc23)C1,8,-12,-3,25,4.9,2.1,1,0.1,6
O=C(NCCC1=CCCCC1)C1CCCN(S(=O)(=O)c2ccccc2)C1 (centres undefined),16,-4,0,14,0.8,0.1,-6,0.7,-6
COc1cc(/C=N/NC(=O)C(N)=O)cc(OC)c1O,13,-54,5,10,-0.9,0.3,-11,0.3,-12
O=C(CN1C(=O)C2C3C=CC(C3)C2C1=O)NCC1COc2ccccc2O1 (centres undefined),-9,-11,-2,38,0.0,0.0,-5,-2.9,-1
CCOc1ccc(N=C(C)C2=C(O)c3ccccc3C2=O)cc1,0,-42,-6,27,-0.5,0.5,-7,1.4,-4
CC(NC(N)=O)C12CC3CC(CC(C3)C1)C2 (centres undefined),18,-10,0,6,1.1,-0.1,-6,-0.1,-11
CCOC(=O)c1ccc(NC(=S)NCCCN2CCCCC2)cc1,-1,-15,3,42,1.8,0.6,-4,-2.4,-8
Cn1cc(S(=O)(=O)CC(=O)Nc2ccc3c(c2)OCCO3)c2ccccc21,8,3,5,10,-1.2,0.3,9,-1.2,-6
CCOC(=O)c1cnn(-c2ccccc2)c1NC(=O)CCl,4,.,-8,3,-0.7,-0.1,-29,1.3,-10
C#CC(CC)(CC)NC(=O)c1c(C)noc1C,7,-16,-5,6,2.0,-0.3,-3,2.1,-12
Cc1[nH]c2ccccc2c1-c1nc(-c2ccc(Cl)cc2)nnc1-c1ccccc1,15,0,-132,76*,0.9,0.5,-26,0.5,-30
Cc1nnc(SCC(=O)NC(C)(C)C)n1CCc1ccccc1,12,1,-1,-19,0.6,0.4,-2,0.8,-17
COc1cccc(-c2[nH]nc3c2C(c2ccc(C)o2)C(C#N)=C(N)O3)c1 (centres undefined),14,-7,-18,16,0.0,0.5,-10,-6.2,-1
COc1ccc(CN(C)C(=O)CCl)cc1,9,-10,-1,-53,1.4,-0.1,-3,-7.0,1
